# CXCR6 inh – inhibitors of human CXCR6 receptor. AID 602244. 360,000 tested, 0.36% active. CHO-K1 PathHunter CXCR6 beta-arrestin, luminescence. O00574. inhibition, % at 20 µM; in the data active = inhibition above about 34%, passing the limit was not always enough;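 also: antagonist mode with CXCL16 agonist at 10 nM final; 0% = 10 nM CXCL16 with DMSO and 100% = unstimulated wells without agonist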
# CCR6 antagonist – CCR6 (human) receptor antagonism; P51684; 340,000 tested, 0.49% active; inhibition, % at 20 µM; CHO-K1 CCR6 PathHunter beta-arrestin, luminescence, CCL20-stimulated; AID 493098;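 active = compounds whose inhibition of the agonist-driven luminescence signal at 20 µM reaches about 50%, limit read from the data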;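 also: cells stimulated with CCL20 at 14 nM final; plate controls were DMSO with CCL20 for no effect and DMSO without agonist for full effect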
# Target sequence (P51684 whole entry, looked up): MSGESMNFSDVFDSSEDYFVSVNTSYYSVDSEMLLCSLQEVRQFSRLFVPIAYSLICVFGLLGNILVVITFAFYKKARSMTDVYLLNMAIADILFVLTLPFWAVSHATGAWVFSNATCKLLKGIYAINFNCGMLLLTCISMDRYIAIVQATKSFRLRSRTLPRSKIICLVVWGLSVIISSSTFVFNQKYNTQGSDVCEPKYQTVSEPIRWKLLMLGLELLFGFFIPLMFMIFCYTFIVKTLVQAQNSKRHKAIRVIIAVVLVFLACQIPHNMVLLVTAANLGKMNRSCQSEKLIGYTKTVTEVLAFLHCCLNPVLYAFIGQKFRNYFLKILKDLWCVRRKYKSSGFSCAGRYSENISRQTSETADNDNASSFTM
# Jurkat NFkB inh – lowers PMA/ionomycin-induced NF-kB signal in Jurkat cells. PMA/ionomycin-induced NF-kB luciferase reporter, luminescence. inhibition, % at 4 µM. 330,000 tested, 0.53% active; in the data active = inhibition above about 50%
# EBI2 block – antagonists of human EBI2 receptor; P32249; EBI2 beta-arrestin recruitment, luminescence, 7a,25-OHC stimulated; inhibition, % at 5 µM; 360,000 tested, 0.81% active; in the data active = inhibition above about 38%;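 also: enzyme fragment complementation signal reports receptor beta-arrestin coupling in cells; 0% = agonist plus DMSO wells and 100% = wells without agonist; some results beyond the cut were filed as inactive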
# 697 NFkB inh – inhibitors of the PMA/ionomycin-induced NF-kB reporter in 697 B cells; 697 B-cell NF-kB luciferase reporter, 16 h; 330,000 tested, 0.33% active; inhibition, % at 4 µM; in the data active = inhibition above about 35%
# APJ antag – blocks the human apelin receptor APJ | 330,000 tested, 0.32% active | CHO-K1 APJ beta-arrestin complementation, luminescence | P35414 | inhibition, % at 20 µM;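 active = inhibition above about 40% at 20 µM, limit read from the data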;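 also: cells challenged with 10 nM apelin-13 agonist together with compound; plate controls were apelin-13 plus DMSO wells for no effect and DMSO wells lacking apelin-13 for full effect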
# Target sequence (P35414 whole entry, looked up): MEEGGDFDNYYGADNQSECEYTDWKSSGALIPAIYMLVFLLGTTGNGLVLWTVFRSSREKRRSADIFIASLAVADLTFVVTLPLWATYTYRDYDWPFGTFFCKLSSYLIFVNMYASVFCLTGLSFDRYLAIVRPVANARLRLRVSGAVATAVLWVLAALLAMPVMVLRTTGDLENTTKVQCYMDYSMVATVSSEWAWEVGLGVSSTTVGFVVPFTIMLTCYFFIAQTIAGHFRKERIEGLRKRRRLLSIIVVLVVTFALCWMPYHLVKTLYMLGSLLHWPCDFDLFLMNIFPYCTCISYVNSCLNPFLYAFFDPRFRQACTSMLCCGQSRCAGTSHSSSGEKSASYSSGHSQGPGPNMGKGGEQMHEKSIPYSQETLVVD
# Gli-Sufu block – antagonists of Gli-Sufu signaling. 340,000 tested, 0.74% active. inhibition, % at 5 µM. AID 588413. Sufu-KO-LIGHT fibroblasts, Gli luciferase reporter luminescence;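 active = inhibition above about 55%, limit read from the data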;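 also: 0% = DMSO-treated cells and 100% = wells with medium but no cells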
# UBC13 inh – blocks human UBC13 polyubiquitin chain formation; P61088; TR-FRET; inhibition, % at 20 µM; 330,000 tested, 0.47% active; AID 485273; in the data active = inhibition above about 45%, passing the limit was not always enough
# Target sequence (P61088 whole entry, looked up): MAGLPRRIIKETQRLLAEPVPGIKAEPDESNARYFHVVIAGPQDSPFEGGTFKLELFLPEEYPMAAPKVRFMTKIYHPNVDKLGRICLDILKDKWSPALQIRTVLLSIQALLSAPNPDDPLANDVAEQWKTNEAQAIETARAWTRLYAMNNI
# * = called active by the depositor; x = not tested or not shown; & = joins results of further samples. This is a random part of the collection. Share with any hit: about 3%.
# Results follow in this order: APJ antag	Gli-Sufu block	Jurkat NFkB inh	CCR6 antagonist	CXCR6 inh	UBC13 inh	EBI2 block	697 NFkB inh
Cc1ccccc1C1=N/C(=C/c2cccs2)C(=O)O1
→ -16	-24	-15	-4	4	-14	-9	-6
c1ccc(C2CC(c3cccs3)n3nnnc3N2)cc1 (stereo unspecified)
→ 2	1	4	3	-3	8	-3	7
O=C(O)Cc1nc2nc3c(c(=O)n2[nH]1)CCCC3
→ 14	-1	-8	-4	-3	-1	-1	19
O=C(CCCN1C(=O)/C(=C\c2cccc(Br)c2)SC1=S)Nc1cccnc1
→ -5	8	10	24	12	-7	27	14
Cc1cccc(NC(=O)c2cc(=O)c3ccccc3o2)n1
→ 18	-14	-20	15	-3	19	1	-12
COc1ccccc1CCNC(=O)c1ccc(NC(=O)CC2SC(N3CCCC3)=NC2=O)cc1 (stereo unspecified)
→ -8	-8	-1	0	4	4	-2	15
CCc1ccc(-c2nn(-c3cc(Cl)ccc3[N+](=O)[O-])c(=O)c3ccccc23)cc1
→ x	2	x	-8	-9	x	8	x
CN(C)C(=O)C1C2NC(=S)N(c3ccc(Cl)cc3)C1(C)Oc1ccc(Cl)cc12 (stereo unspecified)
→ 23	-10	-5	12	9	-9	7	-12
CC(=O)[C@@]1(O)[C@H](C)CC2C3CC=C4CC(OP(=O)(O)O)CC[C@]4(C)C3CC[C@@]21C (stereo partly specified)
→ 17	6	-6	-4	-5	-4	13	-7
CCCCCCc1ccc(N2C[C@H](Cc3ccccc3)[C@@H](CC(=O)NCc3ccc(OC)cc3)C2=O)cc1
→ 11	15	17	9	17	-3	11	-2
O=C(NCc1ccc(Cl)cc1)c1ccc(Cl)cc1[N+](=O)[O-]
→ 4	-3	-1	23	-16	-6	-1	-1
O=C(c1ccc(Cl)c(S(=O)(=O)N2CCCCCC2)c1)N1CCN(c2ccccc2O)CC1
→ 6	10	9	8	1	-7	12	0
CC(C)C(=O)Nc1cccc(C(=O)NCc2ccc(S(N)(=O)=O)cc2)c1
→ 1	-5	7	-3	-1	-2	-10	19
COc1cccc(NC(=O)CN(C)CC(=O)c2c(N)n(Cc3ccccc3)c(=O)n(C)c2=O)c1
→ -28	-3	-5	13	2	0	-7	-1
O=C(O)C1CCN(C(=O)OCc2ccccc2)CC1
→ -1	-59	-12	-4	1	5	7	-67
Fc1ccccc1Cc1noc(CN2CCC(OCc3cccnc3)CC2)n1
→ -7	4	-14	-9	1	3	-1	2
O=C(CSc1nc2ncc(Cl)cc2[nH]1)NCC(=O)Nc1ccc(F)c(F)c1F
→ 10	15	-4	1	1	-8	-5	7
CC(NC(=O)COc1cccnc1[N+](=O)[O-])c1ccc(Cl)cc1 (stereo unspecified)
→ -2	3	-15	-5	7	2	-6	-12
O=C(Nc1ccccc1N1CCCC1)c1cccc(F)c1
→ 7	-4	2	-1	-9	6	-13	-7
Cn1c(N)c(C(=O)COC(=O)c2cccc(S(=O)(=O)N3CCOCC3)c2)c(=O)n(C)c1=O
→ 15	1	3	13	7	-12	-6	-8
CC1(C)CC(=O)C2=C(C1)Nc1ncnn1C2c1ccccn1 (stereo unspecified)
→ 15	3	8	0	-2	-2	0	14
COc1cccc(NC(=O)c2cccnn2)c1
→ 0	x	-1	4	-1	-1	-5	-3
COc1ccc(Cl)cc1NC(=O)Nn1cnnc1
→ 8	6	13	6	3	-4	2	14
CCCCCC(=O)Nc1ncc2c(n1)CC(c1cccs1)CC2=O (stereo unspecified)
→ 5	2	25	9	2	3	13	3
Cc1[nH]c(=O)[nH]c1C(=O)CCCCC(=O)OCC(=O)Nc1ccccn1
→ -2	-15	-3	1	4	-1	-4	-1
Cc1ccc(S(=O)(=O)NCCC(=O)N2CCN(c3cccc(Cl)c3)CC2)cc1C
→ -9	5	0	19	3	1	6	-8
O=C(NCCN1CCOCC1)C1CCN(c2nc3ccccc3o2)CC1
→ 1	4	9	-12	2	4	-10	25
CCCCNC(=O)CCc1nc2cccnc2n1Cc1ccccc1
→ 5	1	2	10	-11	2	1	5
COCCNC(=O)CCc1c(C)nc2c(c(C)nn2-c2ccc(C)cc2)c1C
→ 18	6	-6	-5	-1	12	3	4
C=CCON/C(CCC)=C1\C(=O)C(C(=O)OC)C(C)(C)CC1=NC (stereo unspecified)
→ -18	-1	3	-11	2	-4	3	-3

# An excerpt of these results, as labelled records:
> Cc1[nH]c(=O)[nH]c1C(=O)CCCCC(=O)OCC(=O)Nc1ccccn1
  APJ antag = -2
  Gli-Sufu block = -15
  Jurkat NFkB inh = -3
  CCR6 antagonist = 1
  CXCR6 inh = 4
  UBC13 inh = -1
  EBI2 block = -4
  697 NFkB inh = -1

> CC(NC(=O)COc1cccnc1[N+](=O)[O-])c1ccc(Cl)cc1 (stereo unspecified)
  APJ antag = -2
  Gli-Sufu block = 3
  Jurkat NFkB inh = -15
  CCR6 antagonist = -5
  CXCR6 inh = 7
  UBC13 inh = 2
  EBI2 block = -6
  697 NFkB inh = -12

# Further structures.
# Results follow in this order: APJ antag	Gli-Sufu block	Jurkat NFkB inh	CCR6 antagonist	CXCR6 inh	UBC13 inh	EBI2 block	697 NFkB inh
CCCCCCCCCCCCCCCCCCNc1ccn(C2OC(COP(=O)(O)OCC3OC(n4cc(F)c(=O)[nH]c4=O)CC3O)C(O)C2O)c(=O)n1 (stereo unspecified)
→ x	35	x	46	29	x	1	x
COCCNC(=O)C1CC2Cn3c(nc4cc5ccccc5cc43)C2N1C (stereo unspecified)
→ 22	2	-1	-6	-8	1	3	-3
O=C(CSc1nnc(CNC(=O)c2cccs2)o1)NCc1ccc(F)cc1
→ -1	3	-10	25	-6	-7	-18	5
O=C(CC1Sc2ccccc2NC1=O)OC(C(=O)NCCc1ccccc1)c1cccnc1 (stereo unspecified)
→ -25	6	-15	16	7	-5	6	-1
Cc1ccc(NC(=O)Nc2nnc(-c3ccccc3)o2)cc1
→ 18	-14	-15	3	-8	-14	1	-33
CCCCNC(=S)NNC(=O)c1csc2ccccc12
→ 15	-5	-11	8	0	0	8	7
O=C(Nc1cccc(S(=O)(=O)N2CCOCC2)c1)C1CC(=O)N(c2ccc3c(c2)OCCO3)C1 (stereo unspecified)
→ 1	-8	-5	7	-13	4	-12	10
COc1ccc(N2CCN(S(=O)(=O)c3c(C)[nH]c(C)c3C(=O)N3CCCC3)CC2)cc1
→ 19	-11	-2	6	1	-8	9	-13
O=C(c1ccco1)N1CCN(C(=O)c2ccc(-c3ccc(Cl)cc3)o2)CC1
→ 10	4	-1	8	-3	1	25	-11
COc1ccccc1NC(=O)CN(Cc1ccco1)C(=O)c1cc2ccccc2o1
→ 14	x	-5	x	-7	6	5	-12
COc1ccc2c(C(=O)CN3CCC(C)CC3)c[nH]c2c1
→ 13	-9	-22	-11	-3	10	-7	-13
CCC(C)Sc1ccc(-c2nc3cnccn3c2NC2CCCCC2)cc1 (stereo unspecified)
→ 2	-2	-24	21	9&11	39	-5&8	-24
CC1(C)C(=O)NCCN1C(=O)CSc1nccc(-c2ccc(Br)cc2)n1
→ 2	8	1	-1	0	15	7	-6
Cc1cccc(OCCn2cc(/C=N/NC(=O)c3ccncc3)c3ccccc32)c1
→ -4	96*	4	8	8	6	22	-10
COCCN(CCOC)C(=O)c1cc2sc3ccccc3c2s1
→ 4	3	5	12	4	4	20	9
O=C1/C(=C/c2cccs2)SC(=S)N1N1CCOCC1
→ 11	4	8	4	1	-12	0	5
COc1ccc(CCC(=O)Nc2cc3c4c(c2)CCC(=O)N4CCC3)cc1
→ 13	4	4	1	1	1	4	15
Cc1onc(C(=O)Nc2c(C)n(C)n(-c3ccccc3)c2=O)c1[N+](=O)[O-]
→ -8	10	11	7	2	7	5	18
Cc1ccc(O)c(C(=O)c2cnc3c(c2)c(C)nn3C)c1
→ -28	-6	-23	17	-1	0	2	10
CCN1CCN(CCNC(=O)c2ccc3c(c2)N(Cc2ccc(F)cc2)C(=O)c2ccccc2S3=O)CC1 (stereo unspecified)
→ 22	18	-17	2	6	5	-3	-41
NC(=O)CC(NC(=O)c1ccccc1)c1ccc(NCc2ccc(F)cc2)c([N+](=O)[O-])c1 (stereo unspecified)
→ -4	19	-9	18	8	-56	-2	-48
O=C(CCCn1cc([N+](=O)[O-])cn1)NC1CCCCCC1
→ 18	1	3	1	6	-7	1	17
Fc1ccccc1NC(=S)NCc1ccc2c(c1)OCO2
→ -3	-9	-10	-13	0	3	-11	-14
OC(CCN1CCCCC1)(c1ccccc1)c1ccccc1
→ -1	3	-3	2	0	4	-2	-3
CCNC(=S)N(CCc1c(C)[nH]c2ccccc12)Cc1cccnc1
→ -9	5	-37	11	-5	1	8	-32
CN1C2CCC1CC(NC(=O)c1ccc([N+](=O)[O-])cc1)C2 (stereo unspecified)
→ -2	-1	-36	4	-4	3	1	-6
N#Cc1ccc(COC(=O)CSc2nnc(C3CCCCC3)n2N)cc1
→ 11	7	3	0	-4	-4	-1	1
Cc1cc(C)c([N+](=O)[O-])cc1NC(=O)CCS(=O)(=O)c1ccccc1
→ 1	-11	1	5	2	-5	0	9
O=C(NCCc1ccccc1)c1c(F)cccc1F
→ 1	-90	-56	4	-2	2	-5	-45
COc1ccc(OC)c(Cc2nnc(CCC(=O)NC(C3CC3)C3CC3)o2)c1
→ 13	-4	0	7	1	-2	4	-10
COc1ccc2cc(C(c3nnnn3CCc3ccccc3)N3CCCC(C)C3)c(=O)[nH]c2c1 (stereo unspecified)
→ -10	-22	-13	9	1	-1	-5	-2
O=C(CSCc1ccc(Br)cc1)N=Nc1c(O)[nH]c2ccccc12
→ -13	-3	-9	23	10	-4	-2	-5
CCN(C(=O)COC(=O)c1ccc(C)c(S(=O)(=O)N2CCOCC2)c1)C1CCS(=O)(=O)C1 (stereo unspecified)
→ -51	-6	-1	-11	-7	-8	2	0
O=C(CN1CCOc2ccccc21)NC1CCCCCCC1
→ -49	-15	-6	-11	-5	12	4	8
CN(C)S(=O)(=O)c1ccc(C(=O)Nc2nnc(Cc3ccccc3)s2)cc1
→ -15	-8	9	9	0	-9	-7	7
O=C(COC(=O)c1cccnc1Cl)NC1CCCCC1
→ -2	-1	3	8	1	16	-7	-6
O=C(NCc1cccc(Cl)c1)C1CCC(=O)N(CCCN2CCCC2=O)C1 (stereo unspecified)
→ 7	0	15	2	-10	1	4	16
COc1ccccc1NS(=O)(=O)c1cccc(C(=O)NCC(c2ccco2)N2CCCCC2)c1 (stereo unspecified)
→ -25	21	-11	6	0	8	-8	-28
C#CCOC(=O)c1ccc(-n2cncn2)nc1
→ -2	1	7	5	-8	6	2	13
O=C(Nc1ccc(Cl)c(S(=O)(=O)N2CCOCC2)c1)c1cccs1
→ 12	-4	7	-5	-6	0	-1	10
CC1CCc2c(sc(NC(=O)c3ccc(-c4ccccc4[N+](=O)[O-])o3)c2C#N)C1 (stereo unspecified)
→ 24	11	-1	58*	33	-35	28	-12
COc1ccc(N2CC(C(=O)Nc3nnc(C4CCCCC4)s3)CC2=O)cc1 (stereo unspecified)
→ 8	-17	4	2	0	1	-2	3
O=S(=O)(N/N=C1/CC(c2ccccc2)Oc2ccccc21)c1ccc(Br)cc1 (stereo unspecified)
→ 1	6	-35	1	5	-12	7	-21
CCc1ccc(NC(=O)c2cnc(SC)nc2C)cc1
→ 12	-12	4	12	0	-1	2	-5
O=C(CCN1C(=O)/C(=C/c2ccc(Cl)cc2)SC1=S)NCCCn1ccnc1
→ -5	3	-4	-12	-17	-12	-1	-26
CCOC(=O)N1CCN(S(=O)(=O)c2ccc(C(=O)Nc3nc4ccc(F)cc4s3)cc2)CC1
→ 20	10	9	5	-4	-6	-18	-11
Fc1ccc(-c2nnc3sc(C4COc5ccccc5O4)nn23)cc1 (stereo unspecified)
→ 2	2	-18	11	-4	0	1	1
Cc1ccc(-n2c(NN)nc3ccccc3c2=O)c(C)c1
→ -21	-13	0	0	-6	-7	-4	-13
CN(CCc1ccccc1)C1CCCN(C(=O)Cn2cccn2)C1 (stereo unspecified)
→ 1	-1	-1	11	11	2	0	12
CCc1nc2ccccc2n1CC(=O)Nc1cc(C)on1
→ 5	5	5	12	-4	2	-1	-10
Cc1nc2ccc(NC(=O)c3cccc(C(F)(F)F)c3)cc2o1
→ 8	2	-32	1	-8	-8	2	-31

# Screening data from PubChem BioAssay.
